Tat transport: E. coli Tat export inhibitors, primary screen, MC4100, TorA-mCherry reporter, fluorescence, single point | AID 488895, 2010 | 0.036% of 340,000 active | inhibition, % at 10 µM;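 active means mean replicate inhibition at least 50% and at least half of replicates individually reaching 50%; inconclusive means only one of the two criteria met; inactive means neither criterion met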;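 further: exported cargo escapes ClpAP degradation while cytoplasmic cargo is degraded and loses fluorescence; 0% = median of neutral control wells and 100% = median of NaSCN control wells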
PfHsp90 set2: growth inhibition of PfHsp90-expressing yeast, primary screen, antimalarial PfHsp90 inhibitor project, S. cerevisiae, BacTiter-Glo luminescence, single point, set 2; BacTiter-Glo ATP, 48 h; yeast lacking PDR1 and PDR3 efflux regulators; inhibition, % at 9.4 µM; 0.32% of 310,000 active; AID 504621, 2011;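 active means every replicate shows inhibition above about 80%, whatever the replicate mean, limit read from the data; inconclusive means mean inhibition reaches the set limit but some replicate falls short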;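 further: 0% = DMSO neutral controls and 100% = 20 µM radicicol positive controls; yeast relying on Plasmodium falciparum Hsp90 in place of its own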
OPRM1-OPRD1 ag: agonists of OPRM1-OPRD1 heterodimerization, primary screen, cell-based, luminescence; AID 504326, 2011; 0.3% of 340,000 active; cells; activation, % at 9.3 µM; in the data active means activation above about 18%;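 further: 0% = vehicle-treated cells and 100% = reference agonist; values of inactives mirror those of a sister screen read the other way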
Target sequence (P35372 whole entry, looked up): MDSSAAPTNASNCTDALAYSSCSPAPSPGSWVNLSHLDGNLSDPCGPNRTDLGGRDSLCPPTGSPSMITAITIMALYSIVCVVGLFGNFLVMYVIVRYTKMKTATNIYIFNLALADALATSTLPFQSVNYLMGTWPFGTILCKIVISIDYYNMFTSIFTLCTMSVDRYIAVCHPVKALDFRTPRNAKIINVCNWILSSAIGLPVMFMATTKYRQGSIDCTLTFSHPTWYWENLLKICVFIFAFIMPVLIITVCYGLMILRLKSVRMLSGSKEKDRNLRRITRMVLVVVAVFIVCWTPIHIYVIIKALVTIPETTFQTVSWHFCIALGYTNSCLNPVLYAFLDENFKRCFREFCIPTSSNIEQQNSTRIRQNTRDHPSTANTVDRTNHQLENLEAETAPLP
Target sequence (P41143 whole entry, looked up): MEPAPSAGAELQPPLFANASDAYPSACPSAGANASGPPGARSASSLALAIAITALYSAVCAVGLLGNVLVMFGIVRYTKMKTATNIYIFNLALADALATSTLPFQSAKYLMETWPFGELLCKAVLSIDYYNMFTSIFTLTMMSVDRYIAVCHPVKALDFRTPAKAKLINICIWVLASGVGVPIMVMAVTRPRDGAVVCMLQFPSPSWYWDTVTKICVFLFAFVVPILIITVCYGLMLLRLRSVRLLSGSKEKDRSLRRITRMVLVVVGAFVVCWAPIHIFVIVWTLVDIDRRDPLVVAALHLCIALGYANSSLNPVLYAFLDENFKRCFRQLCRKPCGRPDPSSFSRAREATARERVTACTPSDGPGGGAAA
Pemphigus Ab inh: inhibitors of pemphigus antibody binding to DSG3, primary screen, biochemical, bead-based, flow cytometry, scFv-GFP; Desmoglein-3 (Homo sapiens), P32926; DSG3-coupled beads, scFv-anti-DSG3-GFP binding; stronger effect = lower value; binding (percent of control), % at 10 µM; 0.48% of 310,000 active; AID 588358, 2011;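 active means binding more than 3 SD below its plate's average and above zero; inconclusive means below that plate limit but binding exactly zero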;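 further: hits lower antibody fragment binding to DSG3; some compounds called inactive have numbers as strong as hits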
Mot1-301 SUMO: yeast Mot1-301 growth rescue at high temperature, primary screen, SUMOylation pathway inhibitor project, S. cerevisiae, ATP luminescence, 38.5C; S. cerevisiae Mot1-301 growth rescue; percent above DMSO median, 100 means doubled; 1% of 320,000 active; AID 2716, 2010; growth rescue, % at 18.8 µM;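 active means every valid replicate shows activation above 250% relative to neutral control wells; inactive means the rest, any valid replicate at or below 250%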;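 further: OY570 slx delta 5 strain wells were the positive control but not used for scaling; some compounds called inactive have numbers as strong as hits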
Ecoli viability: E. coli V3065 growth inhibition, primary screen, counter-screen for AddAB inhibitor project, absorbance, OD600; 0.27% of 330,000 active; 18 h; inhibition, % at 11.9 µM; AID 449728, 2010;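 active means inhibition above the campaign's mean inhibition across all tested compounds plus 3 SD, cut at about 9.9% in these data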;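 further: uninfected addAB+ strain grown without phage in ampicillin broth; 0% = DMSO wells and 100% = ciprofloxacin 0.95 µg/ml wells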
MOR-DOR inv ag: inverse agonists of MOR-DOR heterodimerization, primary screen, cell-based, luminescence; cell-based MOR-DOR heterodimer luminescence, inverse agonism; AID 504357, 2011; Mu-type opioid receptor (Homo sapiens) + Delta-type opioid receptor (Homo sapiens), …; 0.21% of 340,000 active; inhibition, % at 9.3 µM; in the data active means inhibition above about 22%, passing the limit was not always enough;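 further: 0% = cells with DMSO and 100% = wells without cells with DMSO; values of inactives mirror those of a sister screen read the other way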
phage Ecoli inh: growth loss of phage-infected E. coli, primary screen, RecBCD inhibitor project, absorbance, with phage, HTS; 0.26% of 360,000 active; AID 651602, 2012; inhibition, % at 11.9 µM; in the data active means inhibition above about 11%
AddAB inh: growth inhibition of E. coli expressing H. pylori AddAB, primary screen, AddAB inhibitor project, absorbance | 0.29% of 330,000 active | inhibition, % at 11.9 µM; in the data active means inhibition above about 12%;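 further: 0% = vehicle wells of infected cells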
Arrestin-AP2 inh: inhibitors of beta-arrestin/AP2 binding, primary screen, biochemical, GPCR trafficking, flow cytometry | FITC-arrestin peptide / GST-AP2 beads; AP2 beta2 appendage carries R879A mutation | beta-arrestin 1 C-terminal peptide binding to AP2 beta2-adaptin appendage (human) | inhibition, % at 10 µM | 0.31% of 340,000 active;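 active means inhibition above a set limit, near 3 SD of compounds lacking own fluorescence, cut at about 54% in these data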;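 further: plate controls were DMSO wells for no effect and 5 µM unlabelled arrestin peptide for full effect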
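System: GST-tagged AP2 beta2-adaptin appendage (R879A) on 4 µm glutathione beads / Reagent: FITC-arrestin peptide, 50 nM / Detection: HyperCyt-sampled flow cytometry, FL1 channel, ex 488/em 535 nm / Timing: 12 min plus 1 h, RT / Buffer or medium: PBS plus Tween 20 (0.05%) and BSA (0.1%)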
PKA-R1A activ: activators of PKA-R1A holoenzyme, primary screen, biochemical, fluorescence polarization, Cy5-IP20, bovine R1A, mouse PKAc; cAMP-dependent protein kinase type I-alpha regulatory subunit (Bos taurus) + …; PKA-R1A dissociation; scaled: DMSO 0%, 113 µM cGMP 100%; activation, % at 11.4 µM; 0.083% of 340,000 active; AID 504707, 2011;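 active means percent activation above the mean of all tested compounds plus 3 SD, cut at about 19% in these data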;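 further: higher means more PKAc released from R1A so a rise in polarization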
Active calls of the source: *; ? = inconclusive; nt = no result given.

cpd	Structure	Pemphigus Ab inh	AddAB inh	PfHsp90 set2	Tat transport	Ecoli viability	Arrestin-AP2 inh	phage Ecoli inh	MOR-DOR inv ag	PKA-R1A activ	Mot1-301 SUMO	OPRM1-OPRD1 ag
1	CC(=O)c1cccc(NC(=O)C2CCCN(S(=O)(=O)c3ccc(F)cc3)C2)c1 (stereo unspecified)	nt	6.1	15	-2	4.0	21	2.1	8	-10	-16	-1.5
2	Cn1c(-c2ccccc2)cnc1NCc1cc(Cl)ccc1O	108	nt	-10	-4	nt	39	1.3	6	-4	-1	-1.4
3	Cc1[nH]n(-c2ccccc2)c(=O)c1C=Nc1ccc2[nH]c(=O)[nH]c2c1	113	-0.8	-12	17	-2.5	10	2.0	1	-1	-3	-0.1
4	CC(C)S(=O)(=O)c1csc(C(=O)NNC(=O)Nc2ccccc2)c1Cl	113	-0.9	-21	3	-0.6	7	3.7	0	1	-1	0.1
5	COc1cccc(C(=O)Nc2nc(-c3ccccc3)c(-c3ccccc3)o2)c1	92	-3.5	-2	2	-3.3	-5	0.7	-2	-1	-13	0.2
6	O=C(CN1CCN(c2ccc(O)cc2)CC1)Nc1ccc2c(c1)OCCCO2	101	-0.2	nt	0	-2.1	23	0.5	-15	4	21	3.9
7	COC(=O)c1cc(NC(=O)c2cc(-c3ccc(Cl)cc3)oc2C(F)(F)F)ccc1N1CCOCC1	110	-1.3	1	7	-2.6	16	1.1	-15	-6	-7	2.8
8	O=C(Nc1ccccc1F)C1CCN(S(=O)(=O)c2cccnc2)CC1	nt	2.3	-2	-1	0.0	29	3.0	21	1	9	-4.0
9	CCOC(=O)C1CCCN(C/C(O)=C(\C#N)c2nc(-c3ccc(Cl)cc3)cs2)C1 (stereo unspecified)	105	-3.9	46	1	0.6	28	0.1	9	-6	-14	-1.6
10	Cc1ccc2oc(-c3cccc(NC(=O)c4ccc(Br)o4)c3C)nc2c1	100	4.7	15	2	0.1	6	3.1	7	1	1	-1.2
11	CCOC(=O)c1c(NC(=O)NC(C)(C)C)sc2c1CCN(C)C2	nt	1.4	-19	-2	-2.0	-19	2.3	12	-1	-12	-2.5
12	COc1ccc(NC(=O)CN(C)C(=O)c2ccc(NS(=O)(=O)c3ccc4[nH]c(=O)[nH]c4c3)cc2)cc1	122	-1.0	22	-1	-2.4	-11	-1.1	5	-14	244	-0.9
13	CC(C)(C)Nc1nc(Cl)nc(Nc2ccccc2)n1	111	3.0	-36	2	0.2	13	2.1	-28	1	-9	5.1
14	Cc1ccc2c(c1)N(CCCC(=O)NCC1COc3ccccc3O1)C(=O)CO2 (stereo unspecified)	100	0.7	nt	1	-2.2	22	4.5	10	-8	12	-1.8
15	CC(C)c1ccc(/C=C2\CC/C(=C\C=N\N(C)C)C2=O)cc1	106	0.2	nt	1	0.2	2	4.0	14	2	5	-2.7
16	CCOC(=O)C1CCCN(Cc2cc(Br)ccc2OC)C1 (stereo unspecified)	94	1.7	26	-5	1.7	-9	2.4	8	-14	9	-1.9
17	O=C(NCCc1ccc(Cl)cc1)c1ccc2c(c1)OCO2	100	2.0	-6	-16	0.3	28	3.1	19	1	-28	-3.7
18	Cc1cccc(-c2nnc(SCC(=O)NC3CCCC3)o2)c1	108	nt	3	-8	nt	6	2.3	9	-8	nt	-1.7
19	COc1ccc(-c2cnc(N)nc2-c2ccc(OCc3ccccc3)cc2O)cc1	90	0.5	-12	-6	1.6	8	0.8	-12	-5	14	2.3
20	CC(C)(C)n1nnnc1C(c1cccs1)N(Cc1cccnc1)CC1CCCO1 (stereo unspecified)	101	0.2	2	-1	0.4	4	1.8	17	-12	166	-2.9
21	COc1cc(C(=O)OCC(=O)Nc2ccc(S(=O)(=O)N3CCCC3)cc2)cc(OC)c1OC	128	0.5	-3	-5	-1.2	-1	2.6	10	-1	4	-2.0
22	O=C1CCC(Cc2ccccc2)N1 (stereo unspecified)	86	-0.8	-4	-4	2.5	34	0.0	16	-13	133	-2.9
23	CC1CC(C)CN(C(=O)COC(=O)c2ccc(N3CCCC3=O)cc2)C1 (stereo unspecified)	101	0.8	-1	5	-3.5	5	3.0	11	2	8	-2.7
24	CC1CCCCN1C(=O)c1ccc(C(=O)N2CCCCC2C)cc1 (stereo unspecified)	109	-1.3	13	18	-2.9	0	-0.6	-3	-12	7	0.6
25	CCOc1cccc2cc(C(=O)NCc3ccc(F)cc3)c(=N)oc12	nt	0.6	-5	1	-1.6	16	0.2	13	-12	7	-2.4
26	CCCc1cc(C(=O)NCC(C)C)no1	103	0.8	0	-2	-0.9	9	3.1	2	8	11	-0.3
27	Cc1cccc(NC(=O)c2ccc(CN3CCc4ccccc4C3)cc2)c1C	102	-0.1	8	0	0.8	-4	4.9	-8	1	0	1.1
28	CC1CCCN(CCSc2ccc(Cl)cc2)C1 (stereo unspecified)	124	3.6	16	-11	-1.0	-9	0.6	9	2	76	-1.6
29	CC(=O)c1ccc(NS(=O)(=O)c2ccc(C)cc2)cc1	73	-0.7	-13	6	-0.9	-10	4.0	13	-1	236	-2.2
30	CCc1nnc(SCc2ccc([N+](=O)[O-])cc2)nc1CC	102	-0.2	-2	4	0.9	6	-0.6	0	1	-3	0.0
31	COc1ccc(C(=O)C[n+]2ccc(-c3nnc4n3CCC4)cc2)cc1	91	0.7	11	-3	0.2	13	2.8	8	-3	-15	-1.3
32	Cc1ccccc1C(C(=O)NC1CCCCC1)N(C(=O)CNC(=O)c1ccco1)c1cccnc1 (stereo unspecified)	93	2.2	-28	-4	-0.4	3	6.7	5	5	-12	-1.0
33	COc1ccc(S(=O)(=O)N2CCCCCC2)cc1C(=O)Nc1cc(C)ccn1	104	-1.8	6	11	-0.3	-28	2.3	-7	-1	17	1.3
34	COc1cccc(NC(=O)c2cccc(C(=O)Nc3cccc(OC)c3)n2)c1	103	1.1	4	?	-0.8	-2	-0.6	12	-3	-5	-2.2
35	COc1ccc(OC)c(S(=O)(=O)N2CCN(C34CC5CC(CC(C5)C3)C4)CC2)c1	100	1.7	11	23	1.0	26	3.0	-42	11	-8	7.1
36	COc1cccc(/C=N/Nc2ccccc2C(=O)O)c1O	119	-1.4	-26	7	0.5	-13	-1.0	14	12	20	-3.1
37	COCCN(C(=O)CNC(=O)c1cccs1)C(C(=O)NC1CCCCC1)c1ccco1 (stereo unspecified)	95	1.2	5	5	0.3	-6	2.4	17	-8	7	-3.0
38	CC(C)[C@H](NC(=O)c1ccco1)C(=O)OCC(=O)Nc1cccc(F)c1	98	-0.1	-11	-2	-1.7	-29	4.0	13	-3	-2	-2.9
39	CCOc1ccc(CNCCCSc2ncccn2)cc1	120	-1.1	27	4	1.0	7	3.4	-3	0	13	0.6
40	Cc1cc(NS(=O)(=O)c2ccc(NC(=O)CCCC(=O)O)cc2)nc(C)n1	98	-2.7	-24	1	-1.5	-2	0.8	8	7	159	-1.6
41	COc1ccc(C(NC(C)=O)c2ccc3cccnc3c2O)c(OC)c1 (stereo unspecified)	nt	12*	nt	16	3.4	-1	nt	-8	0	96	1.7
42	NC(=O)c1ccsc1NC(=O)CN1C(=O)NC2(CCCC2)C1=O	116	-3.5	12	-13	-2.2	10	1.6	16	0	15	-3.4
43	COc1ccccc1CN(Cc1cc2c(C)ccc(C)c2[nH]c1=O)Cc1nnnn1Cc1ccco1	102	0.3	-16	9	3.2	2	0.4	-71	-5	-10	12
44	CC(C)CCNC(=O)CNC(=O)c1cccs1	98	1.3	nt	-5	-1.6	-4	1.8	19	0	2	-3.8
45	CCCC1(C(=O)O)NC(c2ccccc2O)C2C(=O)N(c3cccc(Cl)c3)C(=O)C21 (stereo unspecified)	110	1.6	-8	2	-1.5	-1	1.8	16	10	-2	-3.1
46	S=C(NCCc1ccccc1)N1CCN(Cc2ccc(Cl)c(Cl)c2)CC1	99	2.5	-7	3	-0.2	8	1.7	-6	8	8	0.9
47	O=C(OCc1nc2scc(-c3ccccc3)c2c(=O)[nH]1)c1cc(Cl)ccc1[N+](=O)[O-]	107	1.2	-8	-9	-0.3	nt	5.1	-19	-1	7	3.6
48	NC(=O)c1ccccc1NCC(=O)c1ccc(Cl)cc1	104	0.3	-23	-7	0.1	11	2.4	46*	-2	-18	-8.3
49	CCOC(=O)CSc1cc(C)nc(N)n1	nt	2.7	nt	-9	1.7	18	3.4	14	2	-17	-2.5
